Compound activity as filed in PubChem BioAssay.
mIAP act: increases mouse intestinal alkaline phosphatase activity; activation factor at 10 µM; AID 2805; muIAP, CDP-Star luminescence, 30 min; active compounds read high; 1 = vehicle-only enzyme signal, 0 = enzyme-free wells; 0.24% of 330,000 active;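 active = activation factor of at least 2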; note: the source names both 10 and 20 µM as test concentration; values of inactives mirror those of a sister screen read the other way
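also added = chemiluminescent substrate CDP-Star | test system = mouse IAP enzyme | signal = chemiluminescence readout | compound = DMSO-dissolved test compounds | incubation = 30 min at room temperature | benchmarks = DMSO wells, no-enzyme wells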
A3A deaminase: human APOBEC3A DNA deaminase inhibition; inhibition, % at 20 µM; recombinant A3A, FAM/TAMRA ssDNA deamination fluorescence; P31941; 0.41% of 330,000 active;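 active = at least 40% inhibition at 20 µM here, with at most 30% in a related deaminase screen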;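 note: plate controls were A3A with DMSO for no effect and wells lacking A3A enzyme for full effect; some results filed as inactive read as strong as hits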
Target sequence (P31941 whole entry, looked up): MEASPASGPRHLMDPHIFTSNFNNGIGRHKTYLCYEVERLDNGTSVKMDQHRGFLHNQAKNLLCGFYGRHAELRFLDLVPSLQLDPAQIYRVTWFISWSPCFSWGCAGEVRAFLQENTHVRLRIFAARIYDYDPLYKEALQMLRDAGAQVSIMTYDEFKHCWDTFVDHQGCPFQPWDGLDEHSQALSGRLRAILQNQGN
mIAP block: blocks mouse intestinal alkaline phosphatase; purified mouse IAP, CDP-Star luminescence, 30 min; AID 2806; 0.2% of 330,000 active; inhibition, % at 10 µM;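 active = inhibition of at least 40% at 10 µM in the primary screen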;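 note: plate controls were DMSO with enzyme for no effect and no enzyme wells for full effect; values of inactives mirror those of a sister screen read the other way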
MIN6 prolif: MIN6 beta-cell proliferation induction; MIN6 cells proliferation, ATPlite luminescence, 48 h; cells starved in 0.2% serum; 100% = growth in 10% serum; proliferation, % at 10 µM; 0.29% of 330,000 active;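 active = compounds whose signal lies at least 3.5 SD above the mean of all wells on their plate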;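 note: 0% = DMSO-treated cells in low-serum medium and 100% = 10% serum control; some compounds called inactive have numbers as strong as hits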
hIAP activ: increases human intestinal alkaline phosphatase activity; P09923; purified human IAP, CDP-Star luminescence, 30 min; active compounds read high; 1 = vehicle-only enzyme, 0 = enzyme-free background; activation factor at 10 µM; 0.16% of 330,000 active; AID 2524;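 active = activation factor of the enzyme at least 2-fold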; note: the source names both 10 and 20 µM as test concentration; values of inactives mirror those of a sister screen read the other way
APOBEC3G inh: blocks human APOBEC3G single-stranded DNA deamination. Q9HC16. recombinant A3G, ssDNA deamination FAM/TAMRA fluorescence. inhibition, % at 20 µM. 0.28% of 330,000 active;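 active = inhibition of at least 40% at 20 µM, with no more than 30% in the related APOBEC3A deaminase screen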;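 note: plate controls were DMSO wells with A3G for no effect and wells lacking A3G enzyme for full effect; some compounds called inactive have numbers as strong as hits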
Target sequence (Q9HC16 whole entry, looked up): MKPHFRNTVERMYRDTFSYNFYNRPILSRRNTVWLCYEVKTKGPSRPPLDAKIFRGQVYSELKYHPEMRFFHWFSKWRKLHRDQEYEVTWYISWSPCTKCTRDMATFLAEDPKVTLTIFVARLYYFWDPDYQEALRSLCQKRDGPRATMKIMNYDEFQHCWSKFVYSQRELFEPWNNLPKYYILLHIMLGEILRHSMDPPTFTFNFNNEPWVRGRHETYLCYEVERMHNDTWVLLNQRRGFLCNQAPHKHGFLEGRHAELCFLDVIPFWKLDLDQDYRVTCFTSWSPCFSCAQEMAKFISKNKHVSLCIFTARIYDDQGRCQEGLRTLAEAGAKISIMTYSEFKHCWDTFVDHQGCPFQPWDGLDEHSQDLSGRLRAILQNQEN
NALP3 yeast inh: NALP3 inhibition in yeast; Yeast reconstituted NLRP3/ASC/caspase-1, beta-gal luminescence, 24 h; inhibition, % at 10 µM; 0.39% of 330,000 active; AID 2825;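 active = inhibition of 50% or more; inactive = inhibition below 50%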;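 note: plate controls were induced DMSO wells for no effect and uninduced yeast grown without galactose for full effect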
hIAP block: human IAP inhibition | P09923 | purified IAP, CDP-Star luminescence, 30 min | inhibition, % at 10 µM | 0.12% of 330,000 active;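 active = inhibition reaching a set limit with compound at 10 µM in the primary screen, cut at about 35% in these data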;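 note: plate controls were DMSO wells with enzyme for no effect and no-enzyme buffer wells for full effect; values of inactives mirror those of a sister screen read the other way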
SENP1 inh: inhibitors of human SENP1 SUMO protease catalytic domain. Q9P0U3. recombinant SENP1 catalytic domain, CyPet-SUMO1-YPet FRET cleavage. inhibition, % at 10 µM. 0.21% of 360,000 active. AID 624204;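 active = inhibition at least 30% at 10 µM, raw YFP signal under a set limit, fluorescence ratio 0.5 to 1.5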;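 note: 0% = enzyme with DMSO and 100% = no enzyme wells; some results filed as inactive read as strong as hits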
Target sequence (Q9P0U3 419-644 limits assumed): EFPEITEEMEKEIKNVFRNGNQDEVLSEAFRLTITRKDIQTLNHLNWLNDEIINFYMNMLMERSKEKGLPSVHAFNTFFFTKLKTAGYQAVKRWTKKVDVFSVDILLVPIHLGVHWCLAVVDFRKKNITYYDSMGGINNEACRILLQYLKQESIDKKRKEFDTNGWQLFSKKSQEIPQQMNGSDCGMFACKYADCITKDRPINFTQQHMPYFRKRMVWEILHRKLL
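system = hSENP1 catalytic domain, recombinant | reagent = SFCypet-SUMO1-SFYpet substrate at 25 nM | doses = one dose per compound, 10 µM, 0.5% DMSO | incubation = enzyme reaction for 50 min at room temperature, dark | measured by = FRET, CFP and YFP emission | controls = no-enzyme low, enzyme-DMSO high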
An asterisk follows results filed as active.

Preview, 2 compounds:
cpd | Structure | mIAP act | A3A deaminase | mIAP block | MIN6 prolif | hIAP activ | APOBEC3G inh | NALP3 yeast inh | hIAP block | SENP1 inh
1 | COc1ccccc1C(=O)Nc1sc2c(c1C(=O)NCc1ccco1)CCCC2 | 0.96 | -3 | 4 | 0 | 1.2 | -4 | 17 | -17 | -10
2 | COc1ccccc1-c1nnc(NC(=O)c2ccc(S(=O)(=O)N3CCOCC3)cc2)o1 | 1 | -6 | -2 | -3 | 1.3 | -8 | 7 | -29 | -1

The listing, repeating the preview:
cpd | Structure | mIAP act | A3A deaminase | mIAP block | MIN6 prolif | hIAP activ | APOBEC3G inh | NALP3 yeast inh | hIAP block | SENP1 inh
1 | COc1ccccc1C(=O)Nc1sc2c(c1C(=O)NCc1ccco1)CCCC2 | 0.96 | -3 | 4 | 0 | 1.2 | -4 | 17 | -17 | -10
2 | COc1ccccc1-c1nnc(NC(=O)c2ccc(S(=O)(=O)N3CCOCC3)cc2)o1 | 1 | -6 | -2 | -3 | 1.3 | -8 | 7 | -29 | -1
3 | CCN1C(=O)N(CC)C2C1N(C(C)=O)C(=O)N2C(C)=O (stereo not given) | 0.94 | 1 | 6 | 8.2* | 0.93 | -5 | 19 | 7 | 0
4 | Cc1sc2nc(COC(=O)C(NC(=O)c3ccc(Cl)cc3Cl)C(C)C)[nH]c(=O)c2c1C (stereo not given) | 0.84 | -1 | 16 | 0 | 0.87 | -4 | -5 | 13 | 3
5 | Cc1cc(C(F)(F)F)nn1CC(=O)NCc1ccccc1 | 1 | -17 | -1 | 4 | 1.1 | -5 | -6 | -8 | 3
6 | CCOC(=O)c1ccc(-c2ccc3c(c2)CCC3)nc1C | 0.95 | -5 | 4 | 0 | 0.89 | -10 | 22 | 11 | 1
7 | CSCC[C@H](NC(=O)c1cccs1)C(=O)N1CCC2(CC1)NCCc1[nH]cnc12 | 1.1 | -1 | -6 | -2 | 1.2 | -4 | -5 | -16 | 0
8 | CCCCCC/C(C=O)=C\c1ccccc1 | 0.86 | 0 | 14 | -1 | 1.1 | -7 | 14 | -9 | -1
9 | CC(=O)NN1C(=O)c2ccccc2NC1c1ccccn1 (stereo not given) | 1 | 1 | -2 | 0 | 1.2 | -2 | 3 | -23 | -3
10 | NNC(=O)COc1ccc(F)cc1 | 0.95 | -3 | 5 | 2 | 1.1 | -3 | 10 | -15 | 2
11 | O=CNC(Cc1ccccc1)C(=O)O (stereo not given) | 0.99 | -2 | 1 | -1 | 1 | -3 | -12 | -2 | 2
12 | COc1ccc(/C=C2\SC(=S)N(CCC(=O)N3CCCCC3)C2=O)cc1 | 0.85 | -2 | 14 | -3 | 0.96 | -7 | 20 | 4 | -22
13 | Cc1ccc(CSc2nnc(-c3ccncc3)o2)c(C)c1 | 0.95 | -3 | 5 | -3 | 1 | -7 | 11 | -2 | 0
14 | COCCn1c(C)cc(C(=O)CSc2nc3ccccc3c(=O)n2C(C)COC)c1C (stereo not given) | 1 | -1 | -2 | 3 | 1 | -6 | 16 | -3 | 3
15 | Cc1cccc(Oc2cc([N+](=O)[O-])cc3c2C(=O)Nc2ccccc2O3)c1 | 0.9 | 10 | 10 | -5 | 0.74 | 3 | 0 | 26 | 28
16 | COc1ccc(NC(=O)N(C)C[C@H]2Oc3ccc(NC(=O)c4ccncc4)cc3C(=O)N([C@H](C)CO)C[C@@H]2C)cc1 | 1.1 | -5 | -8 | -4 | 1 | -10 | 8 | -2 | 3
17 | COc1ccc2c(CC(=O)Nc3cccc(S(=O)(=O)N4CCOCC4)c3)coc2c1 | 1.1 | -8 | -7 | 0 | 0.98 | -6 | 15 | 2 | -14
18 | COc1cc(NC(=O)c2onc(C)c2Cl)c(OC)cc1Cl | 0.96 | 2 | 4 | -3 | 1.2 | 1 | 14 | -16 | -2
19 | CCN(C[C@H]1N[C@@](Cc2ccccc2)(C(=O)OC)[C@H]2C(=O)N(Cc3ccccc3)C(=O)[C@@H]12)S(=O)(=O)c1ccc(F)cc1 | 0.99 | -3 | 0 | -1 | 1.1 | -8 | 14 | -10 | 3
20 | Cc1cc(C(=O)Nc2ccc3c(c2)OCCO3)c2ccccc2n1 | 1 | 4 | -4 | 2 | 0.99 | -8 | 20 | 1 | 3
21 | Cn1nc([N+](=O)[O-])nc1Sc1nnnn1-c1ccc(C(=O)O)cc1 | 0.99 | -1 | 1 | 0 | 1 | -4 | -4 | -2 | 1
22 | CCOc1c(OC(C)=O)ccc(/C=C/c2ccc3cccc(OC)c3n2)c1[N+](=O)[O-] | 0.93 | 0 | 7 | -3 | 1.1 | 2 | 10 | -6 | -1
23 | CCc1nnc(NC(=O)CC23CC4CC(CC(C4)C2)C3)s1 | 1.1 | -5 | -7 | 4 | 1.1 | -9 | -2 | -6 | -1
24 | CCOc1ccc(NC(=O)COc2ccc(C(=O)NC(C)c3ccc(S(N)(=O)=O)cc3)cc2OC)cc1 (stereo not given) | 1.1 | 0 | -12 | 2 | 0.92 | -6 | 14 | 8 | 1
25 | Cc1ccc(/C=N/N2CCN(Cc3ccc(Cl)cc3)CC2)o1 | 0.99 | -3 | 1 | 2 | 0.9 | -5 | 19 | 10 | 0
26 | N#Cc1ccc(NC(=O)Nc2ccc(Cl)cc2)cc1 | 2.2* | 1 | -118 | -4 | 0.95 | 0 | 72* | 5 | 4
27 | CC1CCCCC1NC(=O)c1nn(C)c2c1CS(=O)(=O)c1ccccc1-2 (stereo not given) | 1 | -2 | -4 | 3 | 1.1 | -6 | 20 | -12 | 2
28 | O=C(CCc1ccccc1)Nc1ccc(Cl)cn1 | 1 | -4 | -4 | -3 | 1.1 | -7 | 10 | -6 | 1
29 | CC(/C=C1\SC(=S)N(c2ccc(C(=O)O)cc2)C1=O)=C\c1ccccc1 | 0.79 | -1 | 21 | -6 | 0.98 | -3 | 1 | 2 | 2
30 | COc1cccc(NC(=O)CN(C)C(=O)Cn2[nH]c(=O)c3ccccc3c2=O)c1 | 0.92 | -3 | 8 | 4 | 1.1 | -6 | 9 | -6 | 2
31 | Cc1ccc(NC(=O)COC(=O)C2COc3ccccc3O2)cc1S(=O)(=O)N1CCOCC1 (stereo not given) | 0.97 | 1 | 3 | 0 | 1 | -5 | 3 | -2 | 3
32 | CC(=O)N1CCN(c2ccc(Nc3ncnc4c3oc3ccccc34)cc2)CC1 | 0.94 | -7 | 6 | -2 | 1.2 | -5 | 9 | -18 | -8
33 | O=C(Nc1cccc(-n2cnnn2)c1)c1ccc(Cl)cc1Cl | 1 | -1 | -4 | 1 | 1 | -5 | -11 | -2 | 1
34 | Cc1cccc(NC(=O)c2ccc(OCc3c(C)noc3C)cc2)n1 | 1.1 | -2 | -5 | 3 | 0.88 | -5 | 4 | 12 | 1
35 | Cc1cc([N+](=O)[O-])ccc1NC(=O)c1cccc(NC(=O)C(C)C)c1 | 0.88 | -1 | 12 | -1 | 0.89 | -1 | -7 | 11 | 0
36 | Cn1cc(C(=O)c2cccc(Cl)c2Cl)cc1C(=O)O | 0.97 | 2 | 3 | 1 | 0.94 | 2 | 17 | 6 | 4
37 | O=C(Nc1nccs1)c1cc2sccc2n1Cc1ccc(F)cc1 | 0.97 | -2 | 3 | -3 | 0.91 | -2 | -28 | 9 | -94
38 | CC1C(=O)N2CCCc3cc(S(=O)(=O)NCc4ccc(Cl)cc4)cc1c32 (stereo not given) | 1 | -8 | -1 | -3 | 1 | -5 | 12 | -2 | -3
39 | Cc1cccc(NC(=O)N2CCC(C(=O)c3ccc(F)cc3)CC2)c1 | 0.94 | -3 | 6 | -2 | 1.1 | -6 | -11 | -8 | 2
40 | CC(C)CC(=O)NC(=S)NCCc1ccccc1 | 0.99 | -4 | 1 | -4 | 0.91 | -4 | 19 | 9 | 0
41 | CN(C)/N=C/C=C1\CCC/C(=C\c2ccc(F)c(F)c2)C1=O | 1.1 | 1 | -6 | -6 | 0.95 | 2 | 10 | 5 | 14
42 | Cn1c(=NC(=O)c2ccccc2[N+](=O)[O-])sc2cc(S(C)(=O)=O)ccc21 | 0.97 | 0 | 3 | 0 | 1 | -5 | 16 | -4 | -2
43 | Cc1ccc(C(=O)NNC(=O)CCCCC(=O)NNC(=O)c2ccc(C)cc2)cc1 | 1 | 10 | -4 | -2 | 2.3* | -2 | 13 | -131 | 1
44 | Cc1ccc(Nc2cc(=O)oc3ccccc23)c(C)c1 | 0.97 | -1 | 3 | -1 | 0.97 | -1 | 22 | 2 | 2
45 | O=C(OCc1c(-c2ccccc2)ncc2ccccc12)c1ccc(Br)cc1 | 0.94 | 1 | 6 | -7 | 0.99 | -9 | -7 | 0 | 2
46 | COc1ccc(CNC(=O)COC(=O)c2ccc(OCc3c(C)noc3C)cc2)cc1OC | 1.1 | 19 | -10 | -2 | 1.1 | -6 | 9 | -8 | 2
47 | CCN(CC)S(=O)(=O)c1ccc(N2CCOCC2)c(NC(=S)NC(=O)c2ccco2)c1 | 0.88 | 0 | 12 | 1 | 1.1 | -7 | 7 | -10 | 1
48 | O=C(Nc1ccccc1N1CCCC1)c1cccnc1Cl | 0.96 | -2 | 4 | -2 | 0.92 | -10 | 11 | 8 | -1
49 | COc1ccc(-n2nnnc2SC(C)C(=O)NC2CCCC2)cc1 (stereo not given) | 1 | 3 | -2 | -3 | 1 | -4 | 21 | -4 | 0
50 | CCCNC(=S)N1CCN(C)CC1 | 1 | -3 | -3 | 0 | 0.87 | -8 | 4 | 13 | 1
51 | COc1ccccc1-c1cc(C(F)(F)F)nc(N2CCN(c3ccccc3)CC2)n1 | 0.92 | -4 | 8 | -5 | 0.91 | -4 | 0 | 9 | 3
52 | Cc1ccc(S(=O)(=O)NC(C(=O)N2CCOCCOCCOCC2)c2ccccc2)cc1 (stereo not given) | 0.92 | 3 | 8 | -5 | 1.1 | 1 | 33 | -9 | 5
53 | COCCNC(=S)Nc1ccccc1[N+](=O)[O-] | 1.2 | -4 | -16 | -2 | 1 | -12 | 20 | 0 | 0
54 | COc1ccc(Cl)cc1N(CC(=O)N(C)C)S(=O)(=O)c1ccc(C)c([N+](=O)[O-])c1 | 1 | -4 | 0 | -1 | 0.95 | -8 | 19 | 5 | -3
55 | Cc1ccc2nc3c(cc2c1)c(NC(=O)C(C)(C)C)nn3CC(C)C | 1.5 | -6 | -47 | -3 | 1.4 | -8 | 23 | -45 | -30
56 | CCNS(=O)(=O)c1ccc(CCC(=O)Nc2ccc(C(=O)OC)cc2)cc1 | 0.94 | -4 | 6 | -1 | 0.82 | -5 | -1 | 18 | 2
57 | CCOC(=O)c1c(NC(=O)OC)sc2c1CCC2 | 1.1 | 54* | -10 | -2 | 1.1 | -6 | 18 | -15 | -4
58 | Cc1ccc(N2CCCCn3c2nc2c3c(=O)[nH]c(=O)n2C)cc1 | 1.1 | 5 | -10 | 4 | 0.87 | 3 | 22 | 13 | 2
59 | Cc1cc2nc(-c3ccc(SCC(=O)N4CCN(C(=O)c5ccco5)CC4)nc3)[nH]c2cc1C | 0.99 | 3 | 0 | -5 | 0.91 | -6 | 10 | 9 | -14
60 | O=C(C1CCCN1S(=O)(=O)c1cccc2cccnc12)N1CCn2c1nc1ccccc12 (stereo not given) | 0.99 | -3 | 1 | -2 | 0.93 | -5 | -9 | 7 | -5

Some of the compounds tested (hit frequency here may not be typical).
